# Dynein transport: blocks dynein driven cargo transport along microtubules; 3617.4 mouse cells, GR-EGFP nuclear translocation imaging; test concentration mostly 20 µM; stimulated with dexamethasone, 1 µM; hits give low values; z-score, hits read low; 0.47% of 220,000 active; AID 1381;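 active = plate z-score of nuclear minus cytoplasmic receptor signal below a set negative limit, without overly bright fluorescence or cell loss, cut at about -3.5 in these data, passing the limit was not always enough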;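 note: z-score of nuclear minus cytoplasmic ring GR-EGFP intensity difference per well; some compounds called inactive have numbers as strong as hits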
#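 Buffer or medium – tet-free medium with charcoal-stripped serum · Signal – automated 10x imaging of fixed Hoechst-stained cells · Also added – dexamethasone agonist, 1.0 µM final, for 30 min · Incubation – induction 48 h, compound 1 h, agonist 30 min · Read-out – GR-EGFP nuclear translocation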
# NOD1 inhibition: NOD1 signaling inhibitors, primary screen, cell-based, luminescence, uHTS (AID 1578); NOD1-driven NF-kB luciferase reporter cells, luminescence; higher % means a stronger effect; inhibition, % at 4 µM; hits with a dose series show EC50 in µM; 1% of 290,000 active; in the data active = inhibition mostly above about 36%, no sharp cut-off; inactive = mostly below about 34%;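 note: HEK-293T reporter cells stimulated with the NOD1 agonist gamma-tri-DAP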
# P. falciparum M1AAP: malaria alanyl aminopeptidase activity blockers – biochemical, fluorogenic H-Leu-NHMec substrate, 1536-well (AID 1445); recombinant M1AAP, H-Leu-NHMec fluorogenic kinetic assay; higher % means a stronger effect; one-dose inhibition, % at 30 µM; IC50 in µM for titrated hits; 0.42% of 220,000 active;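 active = primary inhibition above the hit cutoff, then over 50% inhibition at one or more dose response concentrations, cut at about 23% in these data, passing the limit was not always enough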;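 note: plate controls were DMSO full reaction for no effect and no enzyme background for full effect; strong numbers were not always called active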
# AID2073: disruptors of CaV2.2 binding to Mint1 – biochemical, HTRF (AID 2073) | HTRF protein-protein interaction, Mint1-CaV2.2; higher % means a stronger effect | one-dose inhibition, % at 20 µM; IC50 in µM for titrated hits | 0.19% of 290,000 active; in the data active = inhibition mostly above about 51%, no sharp cut-off; note: some results filed as inactive read as strong as hits
# KOR beta-arrestin-1: kappa opioid receptor activators – cell-based, luminescence, uHTS, primary screen (AID 1777) | 0.02% of 280,000 active | KOR beta-arrestin recruitment, luminescence; higher % means a stronger effect | activation, % at 10 µM; hits with a dose series show EC50 in µM; in the data active = activation above about 50%, passing the limit was not always enough; note: a part of the inactive calls stands beside numbers as strong as those of hits
# GPR55 beta-arrestin: selective activators of receptor GPR55 – imaging, U2OS cells, beta-arrestin-GFP redistribution, primary screen (AID 1961) | activation, % at 10 µM; hits with a dose series show EC50 in µM | U2OS GPR55 beta-arrestin-GFP redistribution imaging; higher % means a stronger effect | 0.048% of 290,000 active;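 active = activation above 40% with more than 50 cells counted in the well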;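 note: U2OS osteosarcoma cells stably expressing GPR55 and beta-arrestin-GFP; plate controls were DMSO negative control for no effect and LPI positive control for full effect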
# HEK293 NOD2/NF-kB: NOD2 signaling inhibitors, cell-based, luminescence, uHTS, HEK293 (AID 1566); HEK293 NOD2/NF-kB luciferase reporter, luminescence; higher % means a stronger effect; one-dose inhibition, % at 4 µM; EC50 in µM for titrated hits; 0.63% of 290,000 active; note: many of its hits are not listed in these tables
# KOR beta-arrestin-2: KOR antagonists, beta-arrestin recruitment, cell-based, luminescence, uHTS (AID 1778); 0.091% of 290,000 active; inhibition, % at 10 µM; hits with a dose series show IC50 in µM; KOR beta-arrestin recruitment, luminescence, antagonist mode; higher % means a stronger effect; note: strong numbers were not always called active
# P. falciparum M17LAP: P. falciparum M17LAP inhibitors, primary screen, biochemical, fluorogenic H-Leu-NHMec substrate, 1536-well (AID 1619). recombinant M17LAP, H-Leu-NHMec fluorogenic kinetic assay; higher % means a stronger effect. one-dose inhibition, % at 30 µM; IC50 in µM for titrated hits. 0.38% of 220,000 active;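 active = compound inhibiting the enzyme by more than half at any dose during confirmatory dose-response retesting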;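 note: plate controls were full reaction with DMSO carrier for no effect and no enzyme background for full effect; strong numbers were not always called active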
# Dynein transport cytoplasmic EGFP: second read-out of Dynein transport, no call of its own (marks repeat the call); z-score; measured here: cytoplasmic GR-EGFP intensity; hits give high values
# Dynein transport nuclear GR-EGFP: also measured in Dynein transport; calls as there; z-score; measured here: nuclear GR-EGFP intensity;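 lower value marks the stronger effect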
# Dynein transport cell count: further read-out of Dynein transport, marked with its call; z-score; measured here: cell count per field
# * hit, by the source's call; x = not tested or not shown; [ ] = dose if it differs, or a comment. Cut-off read from the data, not from the text of the source, unless noted: active = inhibition above about 50%; inactive = the rest.
SMILES,Dynein transport,Dynein transport cytoplasmic EGFP,Dynein transport nuclear GR-EGFP,Dynein transport cell count,NOD1 inhibition,P. falciparum M1AAP,AID2073,KOR beta-arrestin-1,GPR55 beta-arrestin,HEK293 NOD2/NF-kB,KOR beta-arrestin-2,P. falciparum M17LAP
CCOCCCNC(=O)C(NC(=O)Cc1cccs1)c1ccc(OC)cc1 (centres undefined),-0.11,-0.33,0.27,0.46,-18%,2%,-1%,-3.0%,0.8%,14%,19%,-1%
CCOc1ccc(N(CC(=O)Nc2c(C)cccc2C)S(=O)(=O)c2c(C)[nH]c(=O)[nH]c2=O)cc1,-0.075,-0.25,0.44,0.89,-2%,1%,0%,3.0%,0.0%,17%,-8%,-3%
O=C(CCNC(=O)N1CCn2c1nc1ccccc12)NCc1ccccc1Cl,x,x,x,x,-12%,x,3%,x,-0.2%,-6%,x,x
COc1cc(S(=O)(=O)Nc2ccccc2C)ccc1NC(=O)c1ccncc1,0.3,-0.41,-0.49,0.98,-24%,2%,6%,1.1%,1.0%,13%,-4%,-7%
CCC(=O)/C=C1\Sc2ccc(OC)cc2N1CC,0.033,-0.34,0.18,-0.027,30%,10%,10%,5.1%,0.1%,1%,-17%,17%
Cc1cccc(CSCCNC(=O)COc2ccc(Cl)cc2)c1,0.025,-0.1,0.075,0.99,7%,0%,-5%,1.1%,-0.1%,-5%,20%,3%
CCn1c2ccccc2c2cc(NC(=O)CSc3nnc(-c4cccc(F)c4)o3)ccc21,0.7,-0.086,0.83,-1.2,-15%,8%,5%,-2.8%,0.0%,-144%,8%,23%
Cc1c(O)c(CN2CCCC2)cc2c3c(c(=O)oc12)CCC3,0.15,-0.29,0.35,0.04,24%,43µM*,46%,2.5%,-0.4%,4%,2%,-489%
COC(=O)C(NS(=O)(=O)c1ccc(NC(C)=O)cc1)C(C)C (centres undefined),-0.46,-0.21,0.034,0.22,12%,1%,28%,2.4%,0.8%,-5%,-30%,-7%
NNC(=O)CCC(=O)Nc1ccccc1,-0.55,-0.049,0.089,0.084,-38%,10%,0%,1.8%,-0.2%,10%,-4%,6%
CN1CCN(c2ccc(S(=O)(=O)N3CCOCC3)cc2NC(=O)COc2ccc(F)cc2Cl)CC1,x,x,x,x,-9%,x,8%,7.5%,-0.1%,15%,-15%,x
COc1ccc(NC(=O)c2nc(SC)ncc2Cl)cc1,-0.86,-0.25,0.2,0.69,-2%,3%,20%,3.1%,-0.1%,28%,25%,2%
CC(NC(=O)CSCc1ccccc1Br)c1ccccc1 (centres undefined),-0.47,-0.3,-0.46,0.66,-29%,-2%,0%,1.4%,0.1%,-7%,x,-11%
COc1ccc(/C=N/NC(=O)c2cccc([N+](=O)[O-])c2)cc1OC,-0.95,-0.3,-0.5,0.73,-30%,6%,-13%,x,-0.1%,19%,-25%[20 µM],0%
Cc1ccc(OCc2nnc(NC(=O)c3cccnc3)s2)cc1,-0.72,-0.25,0.21,0.4,-1%,4%,7%,6.9%,-1.9%,-4%,8%,5%

# Single records, as listed above. Order of screens: Dynein transport, Dynein transport cytoplasmic EGFP, Dynein transport nuclear GR-EGFP, Dynein transport cell count, NOD1 inhibition, P. falciparum M1AAP, AID2073, KOR beta-arrestin-1, GPR55 beta-arrestin, HEK293 NOD2/NF-kB, KOR beta-arrestin-2, P. falciparum M17LAP
# CCC(=O)/C=C1\Sc2ccc(OC)cc2N1CC as listed: 0.033, -0.34, 0.18, -0.027, 30%, 10%, 10%, 5.1%, 0.1%, 1%, -17%, 17%
# COc1ccc(/C=N/NC(=O)c2cccc([N+](=O)[O-])c2)cc1OC as listed: -0.95, -0.3, -0.5, 0.73, -30%, 6%, -13%, x, -0.1%, 19%, -25%[20 µM], 0%
# COc1cc(S(=O)(=O)Nc2ccccc2C)ccc1NC(=O)c1ccncc1 as listed: 0.3, -0.41, -0.49, 0.98, -24%, 2%, 6%, 1.1%, 1.0%, 13%, -4%, -7%

# (listing goes on)
SMILES,Dynein transport,Dynein transport cytoplasmic EGFP,Dynein transport nuclear GR-EGFP,Dynein transport cell count,NOD1 inhibition,P. falciparum M1AAP,AID2073,KOR beta-arrestin-1,GPR55 beta-arrestin,HEK293 NOD2/NF-kB,KOR beta-arrestin-2,P. falciparum M17LAP
CCc1ccc(C(=O)/C=C/c2cnn(C)c2C)s1,-0.53,-0.16,-0.35,-0.17,-54%,1%,15%,-3.5%,-0.4%,-28%,-18%,6%
O=Cc1cnc(N2CCN(c3ccccc3)CC2)s1,1.2,-0.26,0.96,-0.84,-9%,6%,0%,-2.7%,-0.1%,-7%,-32%[20 µM],5%
Cc1nonc1NC(=O)CSc1nc2ccc(Cl)cc2[nH]1,x,x,x,x,-21%,x,-5%,0.9%,-0.2%,0%,-22%,x
COc1ccccc1Nc1nnc(SCC(=O)NC(=O)Nc2ccc3c(c2)OCCO3)s1,-0.76,-0.29,-0.82,0.91,-7%,-1%,-5%,5.5%,0.1%,-14%,-1%,8%
Cc1ccc(-c2cc(C(F)F)n3ncc(C(=O)N4CCc5ccccc54)c3n2)cc1,0.91,-0.048,0.52,-0.45,-9%,12%,16%,-3.8%,-0.1%,-26%,-184%[20 µM],1%
COc1cc2c(cc1OC)C(c1ccc(OC)c(OC)c1OC)CC(=O)N2 (centres undefined),x,x,x,x,32%,x,1%,-2.9%,0.7%,8%,1%,x
CCC(=O)N1CCN(c2ccc(NC(=O)c3ccc(Br)o3)cc2)CC1,-0.067,-0.21,-0.23,0.25,-8%,-3%,-5%,-1.4%,-0.2%,2%,-8%,7%
COc1ccc(C(C(=O)NC2CCCCC2)N(C(=O)Cc2c[nH]c3ccccc23)c2ccccc2)cc1OC (centres undefined),1.3,-0.23,0.86,-0.97,-24%,4%,1%,2.2%,-0.3%,2%,28%,-7%
CCn1c(SCC(=O)Nc2cc(C)nn2-c2ccccc2)nnc1-c1cccs1,-0.041,-0.23,0.29,-0.23,0%,4%,-6%,3.6%,-0.2%,0%,16%,-2%
Cc1ccc2[nH]c(CCN(C)C)c(CC#N)c2c1,-0.96,-0.13,-0.7,0.84,-16%,3%,0%,-2.9%,-0.1%,7%,26%,-10%
Cc1c(C(=O)N(C)C)c2cc(Cl)ccc2n1O,0.00089,-0.32,-0.38,0.52,-29%,2%,-6%,-4.7%,-0.1%,-25%,-26%,3%
Cc1ccc2c(c1)nnn2C1CCN(CC(=O)c2ccc(Cl)cc2)CC1,-0.73,-0.27,0.025,-0.12,7%,-3%,4%,5.1%,-0.2%,8%,15%,24%
O=c1oc(-c2cccs2)nc2c1cnn2-c1ccccc1,-0.77,-0.022,-0.23,0.16,-23%,5%,8%,-0.9%,0.2%,-8%,42%,14%
CC(C)c1ccc(SCc2noc(C(=O)NCC3CCCO3)c2C(=O)O)cc1 (centres undefined),0.21,-0.1,-0.61,0.064,-2%,-2%,-4%,6.9%,-0.1%,-4%,-33%,8%
NC(=O)[C@H]1CC2(CC(c3cccc(NC(=O)COc4ccc(Cl)cc4)c3)=NO2)CN1C(=O)C(c1ccccc1)c1ccccc1 (some centres undefined),-0.51,-0.42,-0.17,0.23,-3%,7%,37%,6.6%,1.0%,7%,19%,6%
O=C(Nc1ccc(S(=O)(=O)Nc2ncccn2)cc1)c1cnc(Cl)c(Cl)c1,0.26,-0.28,0.64,-0.55,-10%,3%,7%,-0.9%,-0.6%,16%,0%,1%
CCN(CC)S(=O)(=O)c1ccc(-c2nnc(SCC(N)=O)n2CC)cc1,1.1,-0.21,1.1,-0.94,-23%,6%,3%,-0.2%,-0.1%,8%,-15%,4%
O=C(CC(C(=O)O)c1c(F)cccc1Cl)c1ccc(Cl)cc1 (centres undefined),x,x,x,x,1%,x,5%,6.9%,0.0%,-59%,-20%,x
O=C(O)CCC(=O)Nc1ccc(F)cc1,0.23,-0.078,0.2,-0.78,-14%,9%,40%,-1.4%,-0.1%,-2%,-3%,-16%
CCOc1ccccc1N1CCN(C(=O)NCc2ccc(F)cc2)CC1,x,x,x,x,-25%,x,2%,-3.3%,0.7%,8%,-7%,x
COc1ccc(N(C(=O)c2cccnc2)S(=O)(=O)c2ccc(OC)c(OC)c2)cc1,x,x,x,x,-32%,x,15%,-1.8%,-0.3%,-12%,26%[20 µM],x
O=C(Nc1ccccc1)OC1CCCCc2cccnc21 (centres undefined),-0.36,-0.21,0.17,0.78,1%,2%,-17%,-0.8%,0.1%,-1%,12%,-6%
Cc1ccc(-c2nnc(Nc3ccc(C(=O)N(C)C)cc3)c3ccccc23)cc1S(=O)(=O)NCC1CCCO1 (centres undefined),-0.63,-0.25,-0.36,0.47,-23%,14%,8%,-2.9%,0.0%,11%,-18%,7%
Cn1ncc(Br)c1C(=O)Nc1ccc(Cl)cn1,-0.89,-0.064,-0.2,0.34,-16%,9%,8%,0.3%,-0.2%,-8%,-12%,-6%
Cc1ccc(CS(=O)Cc2ccc(C(=O)NCc3ccc(OC(C)C)cc3)o2)cc1 (centres undefined),x,x,x,x,-14%,x,-5%,-1.0%,-0.3%,17%,-9%,x
O=C(Cc1cccs1)N1CCC(c2nc3c(nnn3Cc3ccc(F)cc3)c(=O)[nH]2)CC1,-0.077,-0.11,-0.00015,0.26,-21%,-1%,3%,5.1%,0.2%,-10%,-31%,4%
COc1ccc(/C=N/NC(=O)c2ccc3ccccc3c2)cc1OS(=O)(=O)c1ccc(NC(C)=O)cc1,0.34,-0.2,0.56,0.052,60%,29%,12%,0.4%,0.2%,21%,-55%,-6%
CNC(=O)CSc1cn(CC(=O)N(C(C)C)C(C)C)c2ccccc12,3.1,-0.11,1.9,-1.6,-4%,3%,-14%,6.2%,-0.2%,1%,-15%,-18%
O=C(NCCN1C(=O)CSC1=O)c1ccccc1,1.8,-0.094,1.3,-1.9,-17%,4%,4%,-1.9%,-0.2%,9%,18%,-1%
Cn1nc(C(=O)Nc2ccc(S(=O)(=O)Nc3ncccn3)cc2)ccc1=O,0.55,-0.7,0.21,-1.4,-9%,9%,38%,-2.0%,0.0%,-5%,-7%,1%
CCOc1cc(C)c(Cl)cc1S(=O)(=O)n1ccnc1,0.027,-0.12,-0.12,0.11,-8%,-3%,0%,-3.8%,0.9%,10%,0%,-5%
Cn1c(COc2ccccc2)nnc1SCC(=O)NCc1ccccc1,-0.47,0.27,-0.03,0.25,-1%,4%,6%,2.9%,0.7%,14%,24%,6%
COc1ccccc1-c1cnnc(N/N=C/c2ccc(-c3cccc(Br)c3)o2)n1,0.51,-0.22,0.76,0.27,52%*,4%,12%,-4.4%,0.0%,-3%,29%,7%

# Only part of the results is shown; the hit share may differ from the screen's.
